# Screening results (PubChem BioAssay)
# Growth percent in the NCI-60 one-dose screen (48 h, 10 µM unless noted): 100 = growth as untreated, 0 = no growth, -100 = all killed.
# SK-OV-3 – SK-OV-3 ovarian cancer cells; 80,000 compounds, 3.2% hits
# OVCAR-5 – OVCAR-5 ovarian cancer. 82,000 compounds, 2.9% hits
# OVCAR-8 – OVCAR-8 ovarian cancer. 81,000 compounds, 4.4% hits. AID 1794782
# SF-295 – SF-295 CNS cancer cells | 79,000 compounds, 5.6% hits | AID 1794758
# OVCAR-3 – OVCAR-3 ovarian cancer; 79,000 compounds, 7% hits; AID 1794787
# PC-3 – PC-3 prostate cancer cells; 80,000 compounds, 3.9% hits; AID 1794754
# U251 – U251 CNS tumor cells; 80,000 compounds, 5.4% hits
# DU-145 – DU-145 prostate cancer. 81,000 compounds, 4.2% hits. AID 1794760
# OVCAR-4 – OVCAR-4 ovarian cancer cells | 80,000 compounds, 3.7% hits
# Numbers without * were called inactive; nt = not tested or not shown; & = joins results of further samples; ! = a repeat was not active. The calls were made as follows: active = growth percent below 10; inactive = the rest. An unsorted share of the library; 11% or so of the library scored in one or more.
SMILES,SK-OV-3,OVCAR-5,OVCAR-8,SF-295,OVCAR-3,PC-3,U251,DU-145,OVCAR-4
Cc1cc(NS(=O)(=O)c2ccc(NCc3coc4ccccc4c3=O)cc2)no1,106.7,110.6,nt,nt,107.8,96.6,97.4,107.8,106.8
O=S(=O)(NCCCNc1cc(-c2cn(-c3ccccc3)nc2-c2cccc(O)c2)ccn1)c1ccccc1,66.4,nt,46.1,11.0,58.9,21.5,41.3,53.7,59.8
CCCCCNC(=O)c1ccc(Cl)cc1Cl,115.1,101.1,102.2,110.5,112.0,95.6,103.2,107.1,94.1
CC(C)=C(c1ccccc1)c1ccccc1,121.0,100.7,98.3,104.2,111.2,99.5,99.9,107.8,115.1
COc1ccc(/C=C/C=C\C(=O)c2ccc(-n3ccnc3C)cc2)cc1,102.0,89.2,84.3,81.1,86.9,88.1,89.2,94.1,78.9
CCOC(=O)c1c(NC(=O)c2cccc(C(F)(F)F)c2)sc2c1CCCC2,nt,108.5,102.2,104.5,107.9,102.7,95.6,101.9,98.1
COc1ccc(S(=O)(=O)NCCNc2nccc(-c3c(-c4cccc(F)c4)nc4sccn34)n2)cc1,54.3,62.9,36.6,58.5,49.1,29.4,52.5,48.3,38.9
CCSCC1CC(O)(c2ccccc2)CC(c2ccc(F)cc2)O1 (stereo not given),25.9,86.6,21.3,-14.8*,-13.0*,9.8*,20.8,9.9*,24.5
N#CC(C#N)N=Nc1ccc(Cl)cc1Cl,77.0,104.1,94.0,100.4,62.0,78.7,106.3,80.8,71.4
Cc1cn(C2CCCCC2)c(=O)[nH]c1=O,111.7,94.9,105.7,111.2,109.9,nt,107.7,162.8,90.8
CN(Cc1ccccc1)Cc1ccc([N+](=O)[O-])cc1I,94.9,93.7,101.5,104.4,98.9,90.5,89.4,95.6,91.0
O=C1NC(=Nc2ccc(O)cc2)S/C1=C\c1cccs1,62.6,84.5,48.5,34.8,8.0*,-1.9*,25.2,44.6,48.8
Cc1ccc(C2=NN3C(C2)c2ccccc2OC3c2ccc3noc(-c4ccccc4)c3c2)cc1 (stereo not given),90.0,108.1,100.0,100.3,nt,96.0,105.4,113.0,116.4
CC(=O)Oc1cccc(C2c3cccn3-c3ccccc3N2C(C)=O)c1O (stereo not given),112.3,76.5,100.3,103.3,75.9,67.7,96.9,84.8,67.1
NN1C(=O)c2cnn(-c3ccccc3)c2NC1NN1Cc2ccccc2C1=O (stereo not given),112.9,107.2,102.5,104.1,115.7,105.7,101.0,109.5,118.7
O=C(CCl)Nc1ccc(C(=O)/C=C/c2cc3ccccc3nc2Cl)cc1,66.7&70.5,-61.1*!,48.6&14.6,-25.5*!,-59.5*!,56.4&11.1,-83.8*!,-84.1*!,-59.6*!
COc1cc(CNCCCCCCN2C(=O)c3cccc4cccc(c34)C2=O)ccc1O,69.0,116.2,69.0,69.0,90.1,51.4,65.9,80.9,nt
CC(=O)OCCCCCN1C=C/C(=C\C(=O)n2ccc3ccccc32)c2ccccc21,94.7,102.6,96.9,99.6,94.5,93.4,93.9,109.1,87.8
Cc1ccc(O)c(NC(=O)c2ccc(CNc3ccnc(C(F)(F)F)c3)cc2)c1,82.0,76.9,69.6,17.2,139.7,78.8,82.1,107.3,53.1
CC12OC(CC(O)C1O)n1c3ccccc3c3c4c(c5c6ccccc6n2c5c31)C(=O)N(CCN1CCOCC1)C4=O (stereo not given),-8.9*,24.7,17.0,-14.5*,20.8,7.3*,3.7*,3.2*,22.9
Cc1csc(Nc2cccc(Nc3nc(C)cs3)c2)n1,98.7,92.0,82.7,66.2,nt,77.1,83.3,83.8,66.8
COc1ccc2nc3cc(Cl)ccc3c(N3CCN(c4nccc(Oc5ccccc5)n4)CC3)c2c1,97.5,102.5,89.6,96.0,80.8,98.2,78.5,96.8,91.5
Cc1c(C(=O)NNC(=O)c2ccc(Cl)cc2)nnn1-c1ccc(Cl)cc1,82.3,93.6,103.8,82.7,114.0,95.4,99.8,107.7,92.4
Cc1ccc(C(=O)/C=C/c2ccc(Oc3ccc(Cl)cc3)cc2)cc1,116.3,121.4,94.4,104.1,103.8,96.3,89.8,110.4,98.2
CN1CCN(Cc2c[nH]c3ncnc(N4CCOCC4)c23)CC1,108.2,97.6,95.8,103.5,94.2,95.2,95.6,101.3,101.1
O=[N+]([O-])c1ccc(-c2cc3c(Nc4ccc(Cl)c(C(F)(F)F)c4)ncnc3s2)cc1,-11.5*,26.6,10.1,-6.4*,5.6*,11.5,8.9*,23.0,11.1
COc1cc(Cl)ccc1C,93.2,71.1,87.5,79.2,111.4,74.1,78.0,5.4*,76.4
Nc1nc(N)c(-c2ccc(Cl)c(Cl)c2)c(C=O)n1,110.9,86.4,94.6,73.3,111.4,59.4,nt,108.2,98.3
N#CCN(CC#N)CCN(CC#N)CC#N,104.3,110.9,113.0,nt,106.4,97.9,102.5,106.8,113.4
Brc1ccc(C2=NN(c3ccccc3)C(c3cn(-c4ccccc4)nc3-c3ccc(OCc4ccccc4)cc3)C2)cc1 (stereo not given),86.2,91.7,98.7,97.3,105.2,97.8,99.9,112.4,100.7
CC(=O)c1ccc(NC(=O)Cn2c(Br)nc3c2c(=O)n(C)c(=O)n3C)cc1,105.2,98.9,95.9,102.6,108.1,99.6,99.1,103.3,100.1
NN(c1cccc(C(F)(F)F)c1)c1ccccn1,94.2,107.5,102.4,nt,111.5,106.9,nt,107.9,116.4
COC(=O)C(=CC(Cl)(Cl)Cl)C(=O)OC,94.3,103.9,97.1,101.1,112.2,99.8,100.5,112.8,101.1
NC(=S)CN1CCOCC1,111.8,104.7,105.0,131.4,110.9,91.9,101.8,107.3,120.9
CCCCCc1ccc(S(=O)(=O)Nc2cccc(-c3csc(N4CCN(CCO)CC4)n3)c2)cc1,75.6,75.8,67.9,73.1,nt,68.3,65.5,95.4,78.7
CNC(=O)c1cccc(N2CCc3c2ccc(NC(=O)Nc2ccc(F)c(C(F)(F)F)c2)c3F)c1,85.4,106.4,94.2,69.2,119.2,69.0,90.6,100.6,78.5
CCN(CC)c1ccc(/C=C/c2ccc3cc(C)ccc3[n+]2CC)cc1,-11.6*,26.8,2.3*,-22.0*,14.9,-0.3*,9.6*,20.1,21.2
CC(=O)CC(=O)Nc1ccccc1,107.8,89.3,103.4,104.5,113.0,99.7,94.6,118.1,107.8
CCN1CCCC(OC(=O)C(c2ccccc2)C2CCCCC2)C1 (stereo not given),89.3,95.1,98.7,123.7,nt,80.1,100.0,nt,101.4
N#CC1c2ccccc2C=CN1C(=O)c1ccc(Cl)cc1 (stereo not given),96.3,102.8,94.7,89.6,110.0,96.3,97.3,118.7,135.5
Cc1c(C(=O)/C=C/c2ccc(Cl)cc2)nnn1-c1ccc(Br)cc1,108.4,93.7,98.9,98.6,106.2,96.5,101.6,102.0,98.9
O=C(CSc1nnc(-c2ccc(Cl)cc2)n1-c1ccccc1)Nc1ccccc1,130.6,88.1,80.6,49.3,80.7,80.6,62.3,73.1,44.9
Cc1ccc(Nc2nc(-c3cc(O)c(C)c(C)c3O)cs2)cc1,105.2,109.4,84.1,100.5,103.8,71.0,97.2,97.3,104.6
Clc1ccc(-c2nc3c4c(-c5ccccc5)c(-c5ccccc5)n(Cc5ccccc5)c4ncn3n2)cc1,-10.2*,16.6,11.6,-14.1*,14.7,-1.5*,15.1,22.7,16.4
COC(=O)/C=C1/SC(=Nc2ccc(F)cc2)N(CCc2c[nH]c3ccc(O)cc23)C1=O,80.8,76.3,26.1,61.5,21.5,33.3,25.6,37.2,30.3
C[N+](C)(C)CC(=O)NN,108.0,107.5,102.7,103.3,106.2,98.0,100.0,103.7,107.4
CC1=NN(c2ccccc2)C(=O)/C1=C\c1ccccc1,96.2,106.7,105.0,98.0,104.1,100.9,103.9,105.9,96.4
C=CCOC(=O)Nc1cccn([C@H](CC(C)C)C(=O)NCCC(C)C)c1=O,102.4,119.5,56.4,80.3,101.1,88.8,30.8,86.3,99.7
C=CCOC(c1ccc2c(c1)OCO2)C(C)Br (stereo not given),104.3,98.1,106.4,104.0,104.0,97.7,98.5,108.6,108.5
COC(=O)C1CC(C(=O)OC)CC(C(=O)OC)C1 (stereo not given),112.1,101.1,106.6,nt,113.1,84.0,94.6,106.3,102.6

# Other structures.
SMILES,SK-OV-3,OVCAR-5,OVCAR-8,SF-295,OVCAR-3,PC-3,U251,DU-145,OVCAR-4
O=[N+]([O-])c1ccc(CS(=O)c2ccccc2)cc1 (stereo not given),109.0,99.2,102.8,97.9,109.0,97.6,98.8,106.0,108.6
Cc1ccc(N=C(N)N)cc1,85.4,107.3,98.0,108.9,109.1,68.7,94.4,107.6,111.3
CC12CC[C@@H]3[C@]4(C)COC(c5cn[nH]c5-c5cccc(Br)c5)O[C@@H]4CC[C@@]3(C)[C@@H]1CC(C1=CCOC1=O)O2 (stereo not given in full),53.8,76.8,31.0,34.9,40.6,12.9,32.1,53.5,25.4
CC(=O)Nc1ccccc1OC(C)=O,126.8,125.1,112.3,53.0,109.0,84.2,106.1,114.9,104.4
CSC(=O)NC(=O)NC(=O)c1ccc([N+](=O)[O-])cc1,102.6,91.2,106.7,113.8,111.2,103.8,113.6,106.3,102.0
Nc1nc(Nc2ccccc2)c2c(n1)-c1ccoc1CC2,108.7,119.9,98.8,98.4,103.0,97.0,99.6,107.3,111.4
CC1=CC(=O)Nc2ccccc2S1,103.7,100.6,90.3,105.0,115.3,95.4,99.9,115.7,93.2
Cc1cn(-c2cc(NC(=O)c3cncc(C#Cc4cnc5ccc(OCC6(C)COC6)nn45)c3)cc(C(F)(F)F)c2)cn1,81.8,96.3,89.5,97.5,nt,96.2,78.9,100.7,98.5
C#CCOc1ccc(C2=NN(CCCCCC)C3N=C(Cl)c4ncn(CCCCCC)c4N23)cc1OCC#C (stereo not given),94.7,98.1,83.7,98.4,93.7,70.1,72.4,94.1,76.4
CC1(C)CC(=O)C2=C(C1)O[C@H](C(=O)c1ccc(Br)cc1)[C@H]2c1cccc(Oc2ccccc2)c1,72.1,93.6,69.9,54.1,70.6,33.8,66.9,80.4,43.4
C/C(=C/CC1=C(O)c2ccccc2C(=O)C1=O)CO,103.5,119.8,100.1,117.4,116.8,106.6,98.7,107.1,99.9
C/C(=C/C(=O)O)c1ccccc1,108.0,99.0,97.5,100.3,128.2,95.6,98.6,117.8,119.0
Cn1c(=O)c2[nH]c(N/N=C/c3ccccc3C(=O)O)nc2n(C)c1=O,114.8,99.5,106.3,106.0,108.7,104.2,108.3,113.7,111.2
Cc1ccc(S(=O)(=O)NCCC(C)CC(C)c2ccc3ccccc3c2)cc1 (stereo not given),137.7,111.1,98.0,102.6,118.9,97.1,104.5,106.8,102.0
CN(C)c1ccc(/C=C2\C=C(c3ccccc3)N(CCc3ccccc3)C2=O)cc1,60.9,98.7,11.7,53.9,62.3,52.3,33.2,60.4,-11.6*
COc1ccc2c(c1)CC[C@@H]1[C@@H]2CC[C@]2(C)[C@@H](O)C(=O)C[C@@H]12,120.5,95.8,100.5,109.3,106.1,95.1,102.3,103.9,107.4
N#Cc1c(N)nc(Cl)c(C#N)c1C(=O)c1ccccc1,74.5,91.2,36.8,56.1,50.4,37.5,30.1,52.1,96.7
CC[C@H](C)[C@H]1NC(=O)[C@@H](N[C@](C)(O)[C@@H](N)CC(C)C)[C@@H](C)OC(=O)[C@H](Cc2ccc(OC)cc2)N(C)C(=O)[C@@H]2CCCN2C(=O)[C@H](CC(C)C)NC(=O)[C@@H](C)C(=O)[C@H](C(C)C)OC(=O)C[C@@H]1O,-13.0*,-14.9*,-13.6*,-52.1*,-20.8*,2.3*,-11.8*,-17.5*,-6.1*
CS(=O)(=O)c1nccc(-c2c(-c3ccc(OCCc4ccccc4)cc3)nc3sccn23)n1,101.3,94.7,98.0,108.4,103.6,93.9,95.9,94.0,67.8
O=c1[nH]c(CSc2nc3sc4c(c3c(=O)[nH]2)CCCC4)nc2ccccc12,101.6,100.9,105.0,104.8,127.0,111.4,108.8,115.0,100.0
Clc1ccc2nn3c4ccccc4c(OCCN4CCOCC4)nc3c2c1,94.1,93.2,85.0,93.9,97.5,92.8,84.5,98.9,90.0
